# hIAP activ: increases human intestinal alkaline phosphatase activity; P09923; purified human IAP, CDP-Star luminescence, 30 min; active compounds read high; 1 = vehicle-only enzyme, 0 = enzyme-free background; activation factor at 10 µM; actives 0.16% (n = 330,000); AID 2524;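 active = activation factor of the enzyme at least 2-fold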; also: the source names both 10 and 20 µM as test concentration; values of inactives mirror those of a sister screen read the other way
# Target sequence (P09923 whole entry, looked up): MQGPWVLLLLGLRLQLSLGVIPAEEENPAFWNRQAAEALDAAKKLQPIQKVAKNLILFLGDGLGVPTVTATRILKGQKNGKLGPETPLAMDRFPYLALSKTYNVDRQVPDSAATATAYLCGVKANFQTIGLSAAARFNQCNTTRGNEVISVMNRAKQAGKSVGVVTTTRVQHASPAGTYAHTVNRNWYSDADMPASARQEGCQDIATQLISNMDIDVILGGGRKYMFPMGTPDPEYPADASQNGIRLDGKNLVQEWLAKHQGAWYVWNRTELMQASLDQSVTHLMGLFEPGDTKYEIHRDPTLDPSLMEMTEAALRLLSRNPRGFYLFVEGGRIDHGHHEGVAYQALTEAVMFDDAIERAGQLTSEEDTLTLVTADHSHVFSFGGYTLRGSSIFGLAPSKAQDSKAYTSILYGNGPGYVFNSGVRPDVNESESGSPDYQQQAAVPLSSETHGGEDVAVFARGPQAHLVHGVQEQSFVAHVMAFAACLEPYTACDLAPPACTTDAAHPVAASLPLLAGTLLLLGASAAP
# APOBEC3A inh: human APOBEC3A DNA deaminase inhibition; inhibition, % at 20 µM; recombinant A3A, FAM/TAMRA ssDNA deamination fluorescence; AID 493011; actives 0.41% (n = 330,000); P31941;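 active = at least 40% inhibition at 20 µM here, with at most 30% in a related deaminase screen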;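 also: plate controls were A3A with DMSO for no effect and wells lacking A3A enzyme for full effect; some results filed as inactive read as strong as hits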
# Target sequence (P31941 whole entry, looked up): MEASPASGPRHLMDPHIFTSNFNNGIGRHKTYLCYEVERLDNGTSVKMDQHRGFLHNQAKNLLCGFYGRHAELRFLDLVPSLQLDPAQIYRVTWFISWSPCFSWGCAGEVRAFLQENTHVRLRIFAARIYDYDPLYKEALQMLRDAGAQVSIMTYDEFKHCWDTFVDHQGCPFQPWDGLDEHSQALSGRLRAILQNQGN
# MPTP block: inhibitors of mitochondrial permeability transition pore; isolated mouse mitochondria, Ca2+ swelling absorbance, 30 min; inhibition, % at 10 µM; actives 1.4% (n = 360,000); AID 602449;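 active = inhibition of 50% or more, scaled per plate between neutral and stimulator controls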;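 also: 0% = DMSO wells given calcium and 100% = 1 mM EGTA wells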
# mIAP activ: increases mouse intestinal alkaline phosphatase activity; actives 0.24% (n = 330,000); activation factor at 10 µM; muIAP, CDP-Star luminescence, 30 min; active compounds read high; 1 = vehicle-only enzyme signal, 0 = enzyme-free wells;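 active = activation factor of at least 2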; also: the source names both 10 and 20 µM as test concentration; values of inactives mirror those of a sister screen read the other way
#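 Assay system: mouse IAP enzyme; Reagent: CDP-Star chemiluminescent phosphatase substrate; Compound: DMSO-dissolved test compounds; Incubation: 30 min, room temperature; Technique: luminescence from enzymatic CDP-Star hydrolysis; Controls: DMSO-only wells and no-enzyme negative control.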
# beta cell repl: induces beta-cell replication in MIN6 cells; MIN6 cells proliferation, ATPlite luminescence, 48 h; cells starved in 0.2% serum; 100% = growth in 10% serum; proliferation, % at 10 µM; actives 0.29% (n = 330,000); AID 2380;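 active = compounds whose signal lies at least 3.5 SD above the mean of all wells on their plate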;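 also: 0% = DMSO-treated cells in low-serum medium and 100% = 10% serum control; some compounds called inactive have numbers as strong as hits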
# NR3A LBD binder: NR3A (human) ligand-binding domain modulation. NR3A LBD differential scanning fluorimetry, Tm shift; 0% = protein alone, 100% = glycine-bound protein. Tm shift relative to glycine control, % at 25 µM. actives 2.5% (n = 340,000). AID 1259313;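 active = melting temperature shift of at least 10% of the positive control shift, at one fixed dose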
# APOBEC3G inh: inhibitors of human APOBEC3G DNA deaminase | recombinant A3G, ssDNA deamination FAM/TAMRA fluorescence | actives 0.28% (n = 330,000) | Q9HC16 | inhibition, % at 20 µM;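 active = inhibition of at least 40% at 20 µM, with no more than 30% in the related APOBEC3A deaminase screen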;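 also: plate controls were DMSO wells with A3G for no effect and wells lacking A3G enzyme for full effect; some compounds called inactive have numbers as strong as hits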
# Target sequence (Q9HC16 whole entry, looked up): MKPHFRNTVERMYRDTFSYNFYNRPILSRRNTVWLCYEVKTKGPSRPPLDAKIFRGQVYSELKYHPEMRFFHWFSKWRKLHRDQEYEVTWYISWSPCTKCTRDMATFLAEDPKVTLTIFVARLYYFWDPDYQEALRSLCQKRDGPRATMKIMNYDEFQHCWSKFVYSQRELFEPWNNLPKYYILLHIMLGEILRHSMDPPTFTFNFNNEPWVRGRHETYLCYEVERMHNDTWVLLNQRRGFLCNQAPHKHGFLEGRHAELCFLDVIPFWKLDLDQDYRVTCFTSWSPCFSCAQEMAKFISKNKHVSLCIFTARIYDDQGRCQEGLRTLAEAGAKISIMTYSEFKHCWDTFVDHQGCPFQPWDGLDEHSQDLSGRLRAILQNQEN
# hIAP inh: human IAP inhibition; P09923; AID 2544; actives 0.12% (n = 330,000); inhibition, % at 10 µM; purified IAP, CDP-Star luminescence, 30 min;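 active = inhibition reaching a set limit with compound at 10 µM in the primary screen, cut at about 35% in these data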;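 also: plate controls were DMSO wells with enzyme for no effect and no-enzyme buffer wells for full effect; values of inactives mirror those of a sister screen read the other way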
# mIAP inh: blocks mouse intestinal alkaline phosphatase | purified mouse IAP, CDP-Star luminescence, 30 min | inhibition, % at 10 µM | actives 0.2% (n = 330,000) | AID 2806;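 active = inhibition of at least 40% at 10 µM in the primary screen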;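 also: plate controls were DMSO with enzyme for no effect and no enzyme wells for full effect; values of inactives mirror those of a sister screen read the other way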
# Starred values were filed as active, the others as inactive; . = not tested or not shown.
SMILES,hIAP activ,APOBEC3A inh,MPTP block,mIAP activ,beta cell repl,NR3A LBD binder,APOBEC3G inh,hIAP inh,mIAP inh
CCCc1nc(SCC(=O)Nc2nnc(CC)s2)c2c(=O)n(C)c(=O)n(C)c2n1,1.1,1,-2.0,0.99,-5,-2,-6,-13,1
Cn1c(=O)[nH]c(=O)c2c1nc(N1CCCCC1)n2CCCSc1nnnn1-c1ccccc1,1.1,1,2.0,1,1,8,-2,-8,-2
COCCn1c(=N)c(S(=O)(=O)c2ccc(F)cc2)cc2c(=O)n3ccccc3nc21,1.2,-4,1.3,0.92,-2,-1,-5,-17,8
O=C(c1ccc2c(c1)OCCO2)C1CCN(C(=O)Nc2ccc(F)cc2)CC1,1.1,-3,0.7,1,-2,-1,-2,-8,-4
CCC(C)NCCOCCOc1ccc(C)cc1Br (stereo unspecified),0.91,0,12,0.97,0,1,-4,9,3
Cc1ccccc1OCC(=O)Nc1ccc(N2CCN(S(C)(=O)=O)CC2)cc1,0.99,-1,0.4,0.98,-1,-1,-4,1,2
O=C(NC1CCCC1)C(c1ccc(F)cc1)N(C(=O)c1csnn1)c1ccccc1 (stereo unspecified),1,1,-0.3,1,0,-1,13,0,-4
Cc1ccc(C(=O)/C=C2/NC(=O)CS2)cc1,0.99,-4,-1.8,0.99,-3,-1,-3,1,1
CNC(=O)c1ccc2c(c1)nnn2C,0.96,-2,23,0.93,-4,0,-6,4,7
CCC(=O)NC(=S)Nc1ccccc1C(=O)NC1CCCCC1,1,-1,0.2,1,1,-3,-4,-2,-1
CCN(CC)S(=O)(=O)c1ccc(NC(=O)c2ccc(NS(C)(=O)=O)cc2)cc1,0.97,-5,-0.2,1,-1,-22,-9,3,0
COc1cc(NC(=O)CN(c2ccc(C)cc2)S(=O)(=O)c2c(C)noc2C)cc(OC)c1,1.2,-3,-0.3,1.8,-3,0,0,-20,-81
O=C(NCc1cccc(Cl)c1)C1CCN(S(=O)(=O)c2ccc(F)cc2)CC1,0.94,0,-2.5,1.1,-3,4,4,6,-14
Cc1cc(NC(=O)c2cc(C(C)(C)C)oc2C)no1,0.95,-4,0.3,0.93,0,-1,-9,4,7
O=C(N/N=C/c1ccco1)c1ccccn1,1,-1,0.4,0.96,-2,1,-6,0,4
COc1ccc2c(CC(=O)Nc3nnc(C4CC4)s3)coc2c1,1.1,-4,-1.7,0.93,1,-2,-9,-6,7
COc1cccc(Nc2nc3ccc(OC)cc3s2)c1,1,-1,-5.9,0.97,-3,29*,-14,-2,2
C=CCNc1nc(C(=O)OCC(=O)Nc2cc(S(C)(=O)=O)ccc2Cl)cs1,0.88,3,-1.2,0.96,-1,-2,-6,12,4
COc1ccc(/C=N/NC(=O)c2c([N+](=O)[O-])c(C)nn2C)cc1,1,-8,1.6,1.1,0,4,-7,0,-12
O=C(NCc1nnc2c(C(F)(F)F)cc(Cl)cn12)c1ccc(Br)o1,1.1,-4,-0.1,0.95,7,0,-6,-7,5
C/C=C/C=N/Nc1nc(-c2ccc([N+](=O)[O-])cc2)cs1,1.1,0,2.8,0.97,0,-2,-7,-7,3
Cc1ccoc1C(=O)N1CCCC(CO)(Cc2ccc(F)cc2)C1 (stereo unspecified),1,1,0.6,0.92,-3,2,-8,-2,8
Nc1c2c(nc3sc4c(c13)CCCCC4)CCCCC2,0.98,3,78*,1.1,-5,4,-3,2,-9
COC(=O)c1ccc(COc2ccccc2/C=N/O)o1,0.84,3,-0.7,0.97,0,0,0,16,3
CC1(C)CC(=O)C2=C(C1)Nc1ccccc1NC2,0.93,-4,1.8,0.99,-3,0,-8,7,1

# Single entries from above:
# In hIAP inh, `C/C=C/C=N/Nc1nc(-c2ccc([N+](=O)[O-])cc2)cs1` reads -7
# In NR3A LBD binder, `Cn1c(=O)[nH]c(=O)c2c1nc(N1CCCCC1)n2CCCSc1nnnn1-c1ccccc1` reads 8
# In APOBEC3G inh, `COc1cccc(Nc2nc3ccc(OC)cc3s2)c1` reads -14

# Further compounds.
SMILES,hIAP activ,APOBEC3A inh,MPTP block,mIAP activ,beta cell repl,NR3A LBD binder,APOBEC3G inh,hIAP inh,mIAP inh
CN1CCCCC1CCN1c2ccccc2Sc2ccc(S(C)=O)cc21 (stereo unspecified),1,0,1.4,1.1,-3,2,-1,0,-9
CCCN1CCOC(CC(=O)Nc2ccc([N+](=O)[O-])cc2)C1=O (stereo unspecified),0.97,3,-1.6,0.97,-3,1,-3,3,3
O=C(/C=C/c1ccccc1)Nc1cc(S(=O)(=O)N2CCOCC2)ccc1N1CCCC1,0.81,-1,0.2,0.95,-1,-2,-1,19,5
Cc1c(NC(=O)CSc2cccc3cccnc23)c(=O)n(-c2ccccc2)n1C,1,3,3.5,1.1,-6,7,2,-2,-6
C=CCNC(=S)/N=c1\sccn1C,0.8,1,-1.4,0.93,0,-2,1,20,7
Oc1csc(Cc2nc(-c3ccc4ccccc4c3)cs2)n1,0.8,2,3.1,0.89,-5,-1,-1,20,11
COCCNCc1nc2sc(C)c(-c3ccccc3)c2c(=O)[nH]1,1.6,-11,0.0,1.1,-3,0,-2,-59,-9
COc1ccc(/C(C)=N/NS(=O)(=O)c2cc(C)ccc2C)c(OC)c1,0.83,2,1.6,0.99,2,-1,-3,17,1
CC(C)(C)NC(=O)c1cc(F)c(F)cc1Cl,0.93,-3,-0.6,0.95,1,-2,-4,8,5
CCOC(=O)C1CCN(CC(=O)Nc2c(C(=O)OC)[nH]c3ccccc23)CC1,1,3,.,0.98,-3,.,-2,-1,2
CCOc1ccc(NC(=O)CN(C)C(=O)c2ccc(N3CCOCC3)c([N+](=O)[O-])c2)cc1OCC,0.96,1,-0.1,0.95,-1,-2,-8,4,5
CCOc1ccc(/C=N/NC(=O)CNC(=O)c2ccc(S(=O)(=O)N3CCOCC3)cc2)cc1,0.89,-1,2.4,0.9,0,1,-7,11,10
CCN1C(=O)/C(=C\N2CCCCCC2)SC1=S,1,1,-0.5,0.97,0,1,-1,-4,3
O=c1[nH]cnc2ccccc12,0.83,-4,0.6,0.88,-2,-1,-7,17,12
COc1ccc(N(CC(=O)O)S(=O)(=O)c2ccc(OC)c(OC)c2)cc1,0.95,2,0.4,0.98,-2,2,0,5,2
CN(C(=O)Cn1nnc(-c2ccc(F)cc2)n1)C1CCS(=O)(=O)C1 (stereo unspecified),1,2,-1.1,1,1,0,-4,-1,-3
C=C[C@@H]1c2ccccc2N(S(=O)(=O)c2ccc(C)cc2)[C@H](c2ccccc2C(F)(F)F)C1(C#N)C#N,0.98,-1,-0.9,0.98,-5,-1,-11,2,2
CC1(C)Cc2cccc(OCC(=O)N3CCN(c4cccc(Cl)c4)CC3)c2O1,1.1,-3,-0.9,0.98,-4,2,-8,-8,2
CCOCC(=O)N1CCN(c2ccccc2OC)CC1,0.98,-1,1.1,0.88,-4,3,-4,2,12
Cc1ccc(C)c(Cn2c(=O)n(C)c(=O)c3sccc32)c1,1.1,-8,0.3,0.94,-2,-2,-9,-12,6
CN(C)c1ccc(NC2=C([N+](=O)[O-])CS(=O)(=O)C2)cc1,0.87,-4,-1.2,0.9,2,-1,-6,13,10
COC(=O)c1sc(S(=O)(=O)N2CCCCC2C)c(C(=O)OC)c1C (stereo unspecified),0.81,-2,-0.4,0.97,0,1,-5,19,3
O=C(Cc1cccc2ccccc12)N/N=C/c1ccc(O)c([N+](=O)[O-])c1,0.92,6,-3.1,0.89,0,2,0,8,11
O=C(Nc1ccc(O)c2c(=O)cc(-c3ccccc3Cl)oc12)c1cccc(Cl)c1,0.78,-1,1.1,0.98,0,0,-5,22,2
CCCS(=O)(=O)n1nc(-c2ccc(OC)cc2)cc1N,0.88,0,-1.4,1,-2,-20,-5,12,-1

# More records:
SMILES,hIAP activ,APOBEC3A inh,MPTP block,mIAP activ,beta cell repl,NR3A LBD binder,APOBEC3G inh,hIAP inh,mIAP inh
Cc1ccc2[nH]c(CN3CCN(C)C(CCO)C3)c(C)c2c1 (stereo unspecified),1.1,-3,-0.3,1,-1,-2,-9,-11,-3
COc1ccc(C(=O)NC2CC3CCCC(C2)N3Cc2ccccc2)c(OC)c1 (stereo unspecified),1.2,-2,-1.2,1,-1,4,-1,-21,-3
CC1CC(OC(=O)C2CCN(S(=O)(=O)c3ccc(F)cc3)CC2)C(=O)O1 (stereo unspecified),1.1,-2,0.5,0.94,-2,2,-12,-8,6
Cc1cc(C)cc(NC(=O)C2CC(=O)n3ncnc3N2)c1 (stereo unspecified),0.98,1,0.3,0.98,-2,2,-6,2,2
CC(Oc1ccc(F)cc1)C(=O)Nc1nc(-c2ccccn2)cs1 (stereo unspecified),1.2,10,-2.1,1,-7,-3,-3,-22,0
O=C(COc1ccccc1[N+](=O)[O-])N/N=C/c1ccccn1,1.5,-5,-1.0,0.98,-2,-2,-6,-52,2
CCOC(=O)C1=C(C)NC(=O)NC1c1ccc2c(c1)OCO2 (stereo unspecified),1.1,-2,-0.1,1.1,2,-4,-4,-7,-9
COc1ccc(Cl)cc1NC(=O)c1noc2c1CCCC2,0.95,0,1.7,1,7.6*,-1,-5,5,-2
CCCCn1c(N)c(N(CC(C)C)C(=O)CSCc2ccc(Cl)c(Cl)c2)c(=O)[nH]c1=O,0.97,4,0.4,0.99,-1,-5,-5,3,1
O=C(N/N=C1/CCCc2ccccc21)c1cc([N+](=O)[O-])cc([N+](=O)[O-])c1,1.1,-2,.,1.1,-3,.,-9,-10,-9
CCOC(=O)/C(=C/c1ccco1)NC(=O)c1ccc(Br)o1,1.2,-2,0.9,0.97,-3,0,-1,-22,3
CCN(CC)c1ccc(C=C2C(=O)OC3(CCCC3)OC2=O)cc1,0.82,2,0.2,1,2,23*,3,18,-4
CC1(C)CC(=O)C2=C(C1)NC(=O)NC2c1ccccc1 (stereo unspecified),1.3,-3,-5.0,1.1,-3,0,-2,-32,-9
COc1ccc(OCCNS(=O)(=O)c2ccc3oc4ccccc4c3c2)cc1,0.99,-1,1.2,1.1,-1,2,-2,1,-8
C(=N\c1nc2ccccc2n1CCN1CCOCC1)/c1cccs1,1,-3,-1.2,0.97,-2,1,-5,-1,3
Cn1c2c(c(=O)n(C)c1=O)C(NC(=O)C(C)(C)C)(C(F)(F)F)C(=O)N2 (stereo unspecified),0.99,0,0.5,1,-1,1,3,0,-1
CCC(C)NC(=O)COC(=O)c1cccnc1Nc1ccccc1F (stereo unspecified),0.96,-1,0.4,1,0,1,-3,4,-1
O=S(=O)(c1ccc(S(=O)(=O)n2cnc3ccccc32)cc1)N1CCCCCC1,0.87,-3,3.6,0.93,-4,-1,-4,13,7
CC(C)CC1=NN(C(=O)c2cccnc2)C(O)(C(F)(F)F)C1 (stereo unspecified),1.1,2,-0.1,1,0,-2,-3,-7,-4
O=C(NNC(=O)c1ccc(Cn2cccn2)o1)NC12CC3CC(CC(C3)C1)C2,1.2,-2,1.1,0.94,2,1,-5,-20,6
Cc1ccc(/C=c2/sc3n(c2=O)CCCN=3)o1,0.96,-2,0.1,0.8,1,0,11,4,20
O=C(COC(=O)CNC(=O)c1ccccc1)Nc1ccc2c(c1)OCO2,1,0,-1.8,0.95,-1,-7,-5,-4,5
Cc1ccc(CNCC(=O)Nc2cccc(S(=O)(=O)NC3=NCCCCC3)c2)cc1,1.2,-3,2.2,1,-2,-2,-8,-18,-4
CC(=O)c1ccc(N2CCN(C(=O)C(=O)c3cn(CC(=O)N4CCCCCC4)c4ccccc34)CC2)cc1,1,-1,0.5,1,-2,-1,-6,-4,-3

# Screening data deposited in PubChem by Sanford-Burnham Center for Chemical Genomics.
